# Source: PubChem BioAssay (National Center for Advancing Translational Sciences (NCATS))
# aSyn rescue: alpha-synuclein toxicity inhibition in yeast; Yeast expressing alpha-synuclein, growth rescue, BacTiter-Glo, 24 h; Potency, µM (doses to about 46.1 µM), for inactives: top-dose growth rescue (activation), usual class: activators; 370,000 compounds, 0.14% hits; AID 652106; also: potency is read from the fitted curve at half-maximal effect; % of control where 0% means no effect; nearly all actives have a fitted effect of over 65% in size
#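 Readout is rescue of growth in alpha-synuclein-expressing yeast, so inhibitors of toxicity appear as activators. Growth after 24 hr at 30 deg C in galactose medium is quantified by luminescence.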
# WRN helicase inh: blocks human WRN helicase; Q14191; WRN helicase unwinding, fluorescent forked duplex, kinetic; Potency, µM (series often up to 114 µM), for inactives: top-dose activity change, negative = inhibition, most hits filed as inhibitors; 360,000 compounds, 0.46% hits; AID 651768; also: potency is read from the fitted curve at half-maximal effect; % is scaled to controls: 0 for no effect and ±100 for the full control effect; nearly all actives have a fitted effect of over 55% in size
#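 Screening of the MLSMR collection measured strand separation of a quenched forked DNA duplex (100 nM) by 20 nM WRN with 2 mM ATP, all final. Compounds were preincubated with enzyme 15 min at room temperature.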
# FUS suppressor: FUS proteinopathy suppression in yeast; Potency, µM (top dose mostly 76.6 µM), for the others: top-dose growth rescue (activation), most hits filed as activators; 390,000 compounds, 0.24% hits; S. cerevisiae FUS-expressing, growth rescue, OD600, 24 h;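 also: potency is read from the fitted curve at half-maximal effect; plate controls were DMSO vehicle for no effect and reference control for full effect; nearly all actives have a fitted effect of over 55% in size; some results filed as inactive show a strong effect at the top dose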
#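 Quantitative HTS measuring growth restoration of FUS-toxic yeast. Galactose-induced cells (OD 0.005) were exposed 24hr at 30C to compounds at several concentrations, then absorbance at 600 nm was recorded.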
# PLK1 PBD block: blocks phosphopeptide binding to human PLK1 polo-box domain. P53350. 360,000 compounds, 2.8% hits. Potency, µM, without a hit: max response, negative = inhibition, usual class: inhibitors. Plk1 PBD binding of FITC phosphopeptide, fluorescence polarization; also: potency is read from the fitted curve at half-maximal effect; series mostly up to about 57 µM; % is scaled to controls: 0 for no effect and ±100 for the full control effect; nearly all actives have a fitted effect of over 65% in size
# Target sequence (P53350 whole entry, looked up, the tested form may be a part): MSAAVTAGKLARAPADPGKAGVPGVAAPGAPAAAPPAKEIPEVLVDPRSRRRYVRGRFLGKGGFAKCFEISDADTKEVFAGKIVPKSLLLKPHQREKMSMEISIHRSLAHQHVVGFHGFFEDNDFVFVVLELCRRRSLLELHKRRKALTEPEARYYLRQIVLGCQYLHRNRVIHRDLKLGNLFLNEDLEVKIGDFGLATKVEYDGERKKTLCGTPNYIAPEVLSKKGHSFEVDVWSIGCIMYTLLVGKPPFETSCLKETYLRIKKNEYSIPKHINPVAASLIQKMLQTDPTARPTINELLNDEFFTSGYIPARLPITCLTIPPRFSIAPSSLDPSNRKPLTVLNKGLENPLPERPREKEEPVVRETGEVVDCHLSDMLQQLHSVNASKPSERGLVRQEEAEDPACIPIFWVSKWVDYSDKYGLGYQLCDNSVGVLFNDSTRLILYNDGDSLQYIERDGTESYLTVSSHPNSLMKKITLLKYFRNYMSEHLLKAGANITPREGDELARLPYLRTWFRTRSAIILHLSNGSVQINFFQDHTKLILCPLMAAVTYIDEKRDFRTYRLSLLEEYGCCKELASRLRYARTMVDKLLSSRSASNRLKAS
# IL-2 act: IL-2 activation; IL-2 activation reporter assay, cell-based qHTS; stimulated with anti-CD3/CD4/CD28 beads; in transgenic mouse T cells; activation, % (series mostly up to about 46 µM); 360,000 compounds, 0.065% hits; in the data active = activation above about 50%; inconclusive = mostly about 30% to 49%; also: 0% is about no effect
#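 Readout is EGFP and DsRed signal by fluorescent plate cytometry after 18 h at 37 degrees C. Transgenic mouse T cells (750/well) received compound for 60 min before bead stimulation (anti-CD3, anti-CD4, anti-CD28); memory T cells served as non-tolerant control.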
# EPAC1 antag: antagonists of human EPAC1 | EPAC1 GEF assay, Rap1b-BODIPY-GDP exchange fluorescence | AID 720709 | O95398 | 360,000 compounds, 0.14% hits | Potency, µM (titrated, usually from 115 µM), for the others: at the top dose activity change, negative = inhibition, actives largely listed as inhibitors;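 also: potency is read from the fitted curve at half-maximal effect; plate controls were vehicle for no effect and positive control for full effect; nearly all actives have a fitted effect of over 50% in size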
# Abeta yeast res: restores growth of yeast expressing A-beta42 peptide. yeast expressing A-beta42, growth rescue, OD600, 48 h; response scale: 0% DMSO, 100% iron-clioquinol control. 410,000 compounds, 0.063% hits. Potency, µM (top dose mostly 46.1 µM), for inactives: at the top dose growth rescue, most hits filed as activators. AID 1347071; also: potency is read from the fitted curve at half-maximal effect; nearly all actives have a fitted effect of over 55% in size
#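 Yeast A-beta toxicity model in growth medium with pinned compounds, 48 h at 30 C; growth read as absorbance at 600 nm. Normalized to FeCl3/clioquinol equimolar mix (positive) and DMSO (negative).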
# EPAC1 agonist: activates human EPAC1 exchange factor; O95398; EPAC1 agonist qHTS, biochemical assay; response scale: 100% = response to 6.5 mM cAMP; Potency, µM (doses to about 154 µM), for the others: at the highest dose activation, most hits filed as activators; 360,000 compounds, 0.073% hits; AID 720707; also: potency is read from the fitted curve at half-maximal effect; nearly all actives have a fitted effect of over 60% in size
#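 Nucleotide exchange assay: 100 nM EPAC1 with 250 nM Rap1B loaded with BODIPY-GDP and 50 uM GDP, room temperature. Fluorescence (480/540 nm) read every 5 min for 30 min; signal change normalized to 6.5 mM cAMP as full agonist.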
# PI5P4Ka inh: inhibitors of human PI5P4K alpha; P48426; PI5P4Kalpha enzyme, ADP-Glo luminescence, 60 min; active compounds read low; max response, %; 330,000 compounds, 1.2% hits; active = max response of -50% or lower; inconclusive = between -30% and -50%; inactive = -30% or higher; also: value at the top dose of about 77 µM; % is scaled to controls: 0 for no effect and ±100 for the full control effect
# Target sequence (P48426 whole entry, looked up): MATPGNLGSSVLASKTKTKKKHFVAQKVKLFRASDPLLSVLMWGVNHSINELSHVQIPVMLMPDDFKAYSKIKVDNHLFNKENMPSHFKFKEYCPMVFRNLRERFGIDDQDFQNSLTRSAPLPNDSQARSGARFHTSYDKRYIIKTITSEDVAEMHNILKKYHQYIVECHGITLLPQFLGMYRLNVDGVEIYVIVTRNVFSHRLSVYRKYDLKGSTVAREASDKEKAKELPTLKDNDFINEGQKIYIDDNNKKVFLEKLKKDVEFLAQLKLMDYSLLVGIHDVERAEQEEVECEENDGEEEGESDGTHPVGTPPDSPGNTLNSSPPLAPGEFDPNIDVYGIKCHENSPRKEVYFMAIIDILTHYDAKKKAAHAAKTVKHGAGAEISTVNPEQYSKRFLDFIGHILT
#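 Compounds were pin-transferred onto PI5P4Kalpha and substrate in HEPES pH 7.4 buffer with EGTA, CHAPS and 5% DMSO. ATP (5 microM final) started the reaction, which ran 60 minutes at room temperature before ADP-Glo detection.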
# Numbers without * were called inactive; ? = inconclusive; / = not tested or not shown; & = joins results of further samples; [ ] = remark or other dose. Unless noted, calls follow the shape of the dose curve; as a rule, active = well fitted curve in the direction sought with a large enough effect; inconclusive = small, poorly fitted or top-dose-only effect, or another doubt; inactive = no such curve, though single readings can be large; an effect the other way counts as inactive or inconclusive. An unsorted share of the library; overall some 4.1% were active at least once.
[1] CCn1cc(C(=O)O)c(=O)c2cnc(N3CCN(C(=S)NC(=O)c4ccc(Cl)cc4)CC3)nc21
[2] N#CCC(=O)Nc1ccc(C(=O)OCC(=O)c2ccc3c(c2)OCO3)cc1
[3] COc1ccc(NC(=O)c2ccc(NC(=O)c3nc4nc(C)cc(C)n4n3)cc2)cc1
[4] CCC(=O)Nc1c(C)nn(C(=O)CC)c1C
[5] CC(C)(C)n1nnnc1C(c1cc2ccccc2o1)N(Cc1ccccc1)Cc1ccccc1 (stereo unspecified)
[6] COc1ccc(N2CCN(CCCn3cnc4c(SC)ncnc43)CC2)cc1
[7] CC(C)COC(=O)N1CCCC1C(=O)Nc1nccs1 (stereo unspecified)
[8] Cc1noc(NC(=O)c2cccc(C(F)(F)F)c2)c1Cl

entry no. | 1 | 2 | 3 | 4 | 5 | 6 | 7 | 8
aSyn rescue | -7% | -5% | -5% | -4% | ? | 2% | -3% | -8%
WRN helicase inh | 2% | -13% | -11% | -1% | -8% | -2% | 0% | -10%
FUS suppressor | -14% | 21% | 18% | -29% | 7% | 12% | 23% | 7%
PLK1 PBD block | -15% | -4% | 1% | -5% | -8% | -7% | -18% | -7%
IL-2 act | -2.3 | -2.1 | 2.4 | -0.7 | -1.0 | -2.9 | 0.0 | 0.2
EPAC1 antag | 8% | 1% | 0% | 0% | -3% | 3% | -7% | -9%
Abeta yeast res | 0% | -7% | 2% | 11% | 0% | 9% | -17% | -3%
EPAC1 agonist | 0% | 12% | 3% | 5% | -2% | 6% | -1% | -12%
PI5P4Ka inh | 5 | -15 | -2 | -4 | 18 | 9 | 2 | 6

[9] CC(C)C[C@@H]1COc2cccc(N(C)CCO)c2S(=O)(=O)N1
[10] COc1ccc(N2CCN(c3ccc([N+](=O)[O-])nc3)CC2)cc1
[11] Cc1ccc(NNC(=S)Nc2ccc(C(C)C)cc2)c(C)c1
[12] CCCCCOc1ccc(C2C(C(=O)c3ccc(C)o3)=C(O)C(=O)N2c2cc(C)on2)cc1 (stereo unspecified)
[13] Cc1cccc(NC(=S)NC(C)CCc2ccccc2)c1 (stereo unspecified)
[14] CCCN(CCC)CCCNC(=S)Nc1ccc2nc3n(c(=O)c2c1)CCCCC3
[15] CCCOc1nc2c(c(=O)n(C)c(=O)n2C)n1Cc1cccc2ccccc12
[16] Cc1ccc(NC(=O)COC(=O)CNC(=O)c2ccc(Br)cc2)c(C)c1

entry no. | 9 | 10 | 11 | 12 | 13 | 14 | 15 | 16
aSyn rescue | ? | -1% | -12% | 5% | 12% | -8% | -11% | 6%
WRN helicase inh | 5% | 6% | -24% | 0% | 5% | 6% | -11% | 8%
FUS suppressor | -19% | 8% | / | ? | 11% | / | 10% | 13%
PLK1 PBD block | -10% | -7% | 17µM* | ? | -7% | -9% | -19% | -10%
IL-2 act | 2.4 | -5.9 | -0.7 | -2.0 | -5.8 | -1.0 | -0.3 | -1.9
EPAC1 antag | -10% | 16% | -22% | -13% | ? | -21% | 1% | 9%
Abeta yeast res | -16% | -19% | ? | -10% | ? | 0% | 5% | 1%
EPAC1 agonist | 2% | -11% | 6% | -27% | 12% | 2% | -3% | 2%
PI5P4Ka inh | 1 | 2 | 0 | -55* | 1 | 1 | / | 0

[17] CCN(C(=O)Cc1c(C(=O)O)n(CC)c2ccccc12)c1cccc(C(F)(F)F)c1
[18] COC(=O)C1=C(C)NC(=O)/C1=C\c1ccco1
[19] Cc1ccc(C2=NN3C(C(=O)c4ccccc4)Oc4ccccc4C3C2)cc1 (stereo unspecified)
[20] C[C@@H]1CN([C@H](C)CO)C(=O)CCCn2cc(nn2)CO[C@H]1CN(C)S(=O)(=O)c1ccccc1
[21] c1ccc(CN=C2NN=C(c3cc4ccccc4o3)CS2)cc1
[22] CC(C)CC(=O)Nc1nnc(S(=O)(=O)N2CCc3ccccc32)s1
[23] Cc1ccc2cc(S(=O)(=O)NCCC(=O)O)ccc2c1
[24] COC(=O)N=Nc1c(O)[nH]c2ccc(Br)cc12

entry no. | 17 | 18 | 19 | 20 | 21 | 22 | 23 | 24
aSyn rescue | -6% | -1% | -2% | 0% | 0% | -2% | -6% | -6%
WRN helicase inh | -6% | -19% | -11% | -1% | 3% | 4% | -4% | 0%
FUS suppressor | 12% | 28% | 24% | -25% | / | 4%&-19% | 16% | 12%
PLK1 PBD block | -10% | -10% | -15% | -2% | 2% | -17% | -6% | 2%
IL-2 act | 0.6 | 1.8 | -1.1 | -1.8 | 0.6 | -1.5 | 2.6 | -6.4
EPAC1 antag | 0% | 3% | -5% | -23% | 0% | -23% | -1% | 13%
Abeta yeast res | -2% | -14% | -22% | -2% | 3% | -12%&-6% | 2% | -10%
EPAC1 agonist | 5% | -1% | 9% | 8% | 12% | -11% | 8% | -6%
PI5P4Ka inh | 1 | 0 | 2 | 11 | -2 | -1 | / | 4

[25] O=C(c1cnn(C(=O)c2cccc(S(=O)(=O)N3CCOCC3)c2)c1)c1ccccc1O
[26] CCOc1ccccc1N(C)C(=O)C1CCN(S(=O)(=O)c2cccc3nonc23)CC1
[27] CCCS(=O)(=O)NC(=O)C1(C)CCN(C(=O)c2oc3ccccc3c2C)C1 (stereo unspecified)
[28] Cc1cc(C)cc(CC(=O)N2CCC2(C)C(=O)NS(=O)(=O)c2ccccc2Cl)c1 (stereo unspecified)
[29] O=C(NCC1CCCO1)c1cn(-c2ccccc2)nc1-c1ccc(F)cc1 (stereo unspecified)
[30] O=C(c1cccnc1)N1CCCC(Nc2ccc(F)cc2)C1 (stereo unspecified)
[31] O=C1N(CN2CCN(Cc3ccccc3)CC2)c2ccccc2C12OCCCO2
[32] Cc1cc(=O)oc2cc(OCC(=O)NC3CC(C)(C)NC(C)(C)C3)c(Cl)cc12

entry no. | 25 | 26 | 27 | 28 | 29 | 30 | 31 | 32
aSyn rescue | 3% | 14% | -2% | 4% | -9% | -2% | 0% | -2%
WRN helicase inh | -7% | 2%[57.1 µM] | 5% | -9% | 3% | 9% | -1% | -1%
FUS suppressor | 1% | -1% | 25% | -14% | 17% | 4% | ? | -5%
PLK1 PBD block | ? | -5% | 0% | -3% | 0% | 3% | -14% | -10%
IL-2 act | 0.2 | -1.4 | -0.5 | 2.8 | -1.1 | -2.1 | 0.0 | -0.4
EPAC1 antag | 4% | 6% | 10% | -19% | -17% | -17% | 8% | -16%
Abeta yeast res | -46%[inhibitor] | 8% | -17% | 11% | -6% | -12% | 0% | /
EPAC1 agonist | 5% | -9% | -11% | 11% | 3% | -8% | -4% | 4%
PI5P4Ka inh | 0 | -2 | 0 | 0 | 6 | -9 | 3 | -3

[33] CSc1nc(-c2ccccc2)c(C#N)c(=O)[nH]1
[34] Cc1ccc2nc(SCn3nnc4ccccc4c3=O)[nH]c2c1
[35] NNC(=O)c1nc[nH]c1C(=O)Nc1ccccn1
[36] COc1ccc(C(C(=O)NCc2ccccc2)N(Cc2ccco2)C(=O)c2snc(C(N)=O)c2N)cc1 (stereo unspecified)
[37] CC(NC(=O)CCC(=O)NC(C)c1ccccc1)c1ccccc1 (stereo unspecified)
[38] CC(=O)c1nnn(-c2c(F)cccc2F)c1C
[39] CC(C)c1ccc(C(=O)OCC(=O)NC2CCCC2)cc1
[40] Cc1nnc(-c2cccc(Br)c2)c2cn(-c3cccc(Br)c3)nc12

entry no. | 33 | 34 | 35 | 36 | 37 | 38 | 39 | 40
aSyn rescue | 0% | 14% | 3% | 13% | -4% | 0% | 1% | -4%
WRN helicase inh | 6% | -2% | -23% | -3% | 3% | 3% | -4% | 25µM*
FUS suppressor | -5% | -1% | -32% | ? | -17% | -2% | -24% | /
PLK1 PBD block | 27µM* | -4% | -5% | -10% | -11% | 0% | -5% | 1%
IL-2 act | -2.0 | 4.8 | -1.8 | -1.2 | -0.4 | 1.4 | 0.3 | 2.9
EPAC1 antag | 16% | -17% | -8% | -24% | -2% | -10% | -26% | ?
Abeta yeast res | 4% | -9% | -2% | -23% | -15% | 5% | 3% | 5%
EPAC1 agonist | -4% | -23% | 5% | 9% | 3% | -8% | -5% | 18%
PI5P4Ka inh | -20 | 8 | -15 | -8 | 16 | 1 | 0 | 9

[41] CCOC(=O)CC(=O)Nc1c(C)cc(C)cc1C
[42] CCc1ccc(NC(=O)CSc2nnc(-c3cnccn3)n2Cc2ccco2)cc1
[43] S=C(Nc1ccccc1)Nc1ccc(OCc2ccccc2)cc1
[44] Cn1c(CCN2CCN(c3ccccn3)CC2)nc2cc(NS(=O)(=O)c3ccc(F)cc3)ccc21
[45] O=C1C(=O)c2ccccc2C([O-])=C1[n+]1ccccc1

entry no. | 41 | 42 | 43 | 44 | 45
aSyn rescue | 0% | -2% | / | -4% | -2%
WRN helicase inh | -3% | -9% | -5% | 2% | 12%
FUS suppressor | 4% | 31% | -12% | 7% | -29%
PLK1 PBD block | 2% | -7% | -10% | 0% | 1%
IL-2 act | 1.1 | -0.4 | 0.5 | -3.1 | -2.2
EPAC1 antag | -4% | 0% | 16% | 7% | -4%
Abeta yeast res | 10% | 21% | 9% | -7% | 25%
EPAC1 agonist | 8% | -5% | -6% | -3% | 6%
PI5P4Ka inh | / | / | 1 | -10 | 3
